Screening data: PubChem, National Center for Advancing Translational Sciences (NCATS)
S3 lipid droplet = qHTS Assay for Lipid Storage Modulators in Drosophila S3 Cells | AID 2685 | Potency in µM for hits, for the others lipid storage change, negative = inhibition, % at the top dose, mostly 46.1 µM | Drosophila S3 cells, BODIPY lipid droplet fluorescence, 18-24 h; cells fed with added oleic acid | 320,000 tested, 0.64% active; active means well fitted inhibition curve with a large enough effect in the signal ratio, with a control signal flat, not every such curve was filed as active; inconclusive means small, poorly fitted or top-dose-only effect, or effect the other way, or a change in a side signal; the % refers to the signal ratio
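Laser-scanning cytometry quantifies lipid droplet accumulation (500–530 nm total intensity; droplet/cell object ratio) in oleic acid-fed (400 uM added) Drosophila S3 cells treated with a concentration series. 20 uM Triacsin C defined 100% inhibition.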
S3 lipid droplet cell count max = recorded beside S3 lipid droplet, whose call it bears; cell number change, %; measured here: cell count max response;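 cells counted by Cell Tracker Red CMTPX staining in the red channel; peak over a dose series mostly up to 46.1 µM; percent activity relative to internal control wells on each plate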
An asterisk follows results filed as active; i = inactive; ? = inconclusive; · = no result given. On the % scale 0 is the no-effect control and ±100 the full control effect; potency means the concentration at half of the fitted maximal effect.

Every second line gives: S3 lipid droplet, S3 lipid droplet cell count max
O=C(Cc1ccc(F)cc1)N/N=C/c1ccncc1
    ?, ·
Cc1nc2c(C)cccn2c(=O)c1NC(=O)c1cccs1
    ?, ·
CC(C)[C@H](NC(=O)c1ccc(F)cc1)C(=O)NC1=NCCS1
    -17.6%, ·
COc1ccccc1NC(=O)NCCN1CCN(C(=O)Nc2ccccc2OC)CC1
    -3.7%, -5.4
CC1(C)CC(=O)C(C=NCCN2CCN(C(=O)c3ccc(Br)cc3)CC2)=C(O)C1
    1.6%, 5.1
COCCNC(=S)NC1CC2CCCC(C1)N2Cc1cccs1 (stereo not given)
    -13.2%, -10.6
O=c1oc2ccccc2cc1-c1nc(-c2ccccc2)no1
    4.1%, 4.7
COC(=O)[C@@]12CCCN1[C@H](c1ccc(-c3ccc4c(c3)OCO4)c(OC)c1)[C@H]1C(=O)N(C)C(=O)[C@H]12
    ?, ·
C/C(=N\NC(=O)c1cc(Br)ccc1O)c1cccc(NC(=O)c2ccccc2F)c1
    i, -20.4
COC(=O)C(C)(C)ONC(=O)Nc1ccc(Br)cc1
    ?, ·
COc1cccc(CN2CC(C(=O)NC3CCC3)CCC2=O)c1 (stereo not given)
    i, -7.4
Cc1c(NC(=O)c2ccc(S(=O)(=O)N3CCOCC3)cc2)c(=O)n(-c2ccccc2)n1C
    ?, ·
CC1CCCN(C/C=C/c2ccccc2[N+](=O)[O-])C1 (stereo not given)
    ?, ·
Cc1cccc(NC(=O)c2sc(Cl)nc2C)c1C
    17.3%, 27.7
CCOC(=O)c1ccccc1N=N/C(C(C)=O)=C(/C)O
    21.8%, 13.6
O=[N+]([O-])c1ccccc1/C=N/N1CCN(c2ccc(Cl)cc2)CC1
    ?, ·
COCCNC(=O)c1ccc(CS(=O)(=O)c2ccccc2OC)o1
    25.2%, 3.6
CCCCn1nc(C(=O)Nc2nc3c(s2)CCCC3)c2ccccc2c1=O
    ?, ·
Cc1ccc(-c2nc3c(c(SCC(=O)Nc4cccc(C(=O)O)c4)n2)Cc2cccc(C)c2O3)cc1
    ?, ·
CCc1ccc(CNC(=O)CCCn2c(=O)c3cccn3c3cccnc32)cc1
    i, ·
c1ccc2[nH]c(CN3CCCCCC3)nc2c1
    ?, ·
O=C(Nc1ccc2c(c1)CCC2)c1ccc(F)cc1
    1.0%, 1.0
O=C(NCc1ccccc1F)C1CCCN(c2cnccn2)C1 (stereo not given)
    ?, ·
O=C(NCC1CCCO1)c1ccc([N+](=O)[O-])o1 (stereo not given)
    -33.9%, -2.0
Cn1c(=O)c2cc3ccc(Cl)cc3nc2n(C)c1=O
    -0.2%, 4.6
Cn1cnc2c1c(=O)n(Cc1cccc(F)c1)c(=O)n2C
    23.2%, -8.4
CCC(=O)N(Cc1cc2cc(OC)ccc2[nH]c1=O)c1cccc(C)c1
    ?, ·
CCOc1ccc(-n2c(C)cc(C(=O)CCl)c2C)cc1
    7.4%, 3.1
O=C(C1CCCN1S(=O)(=O)c1ccc(Cl)cc1)N1CCCCC1 (stereo not given)
    11.0%, 13.4
O=C(CSc1ccc2nnc(-c3ccncc3)n2n1)NCC1CCCO1 (stereo not given)
    -1.0%, -4.2
Cc1c(C(=O)NC2CCCc3ccccc32)cccc1[N+](=O)[O-] (stereo not given)
    i, -11.8
COCCN(C(=O)COC(=O)c1ccc(C=O)cc1)c1c(N)n(Cc2ccccc2)c(=O)[nH]c1=O
    1.0%, -10.3
O=C(COc1ccccc1Cl)c1ccc2c(c1)CCCC2
    7.0%, -1.4
O=C(C(Cc1ccc(Cl)cc1)NS(=O)(=O)c1ccccc1)N1CC[C@@]2(O)CCCC[C@H]2C1 (stereo not given in full)
    -0.8%, -20.9
CC1CCCC(C)N1C(=O)CN1C(=O)c2ccccc2S1(=O)=O (stereo not given)
    11.5%, 4.3
CCCCn1nnc(NC(=S)NC(=O)c2ccc(-c3cccc(Cl)c3Cl)o2)n1
    11.2%, 5.3
COC(=O)c1ccc(OC(=O)CCS(=O)(=O)c2ccc(C)cc2)cc1
    ?, ·
CSc1nsc(SC)c1C(=O)Nc1ccc(C(C)(C)C)cc1
    4.4%, 3.6
CC(C)(C)C1(O)CC(C(F)(F)F)=NN1C(=O)CCc1ccccc1 (stereo not given)
    ?, ·
CCOC(=O)c1cccc(N2C(=O)C3C(C2=O)C2C=CC3C23CC3)c1 (stereo not given)
    ?, ·
CCC(=O)NC(C)C(c1cccs1)N1CCN(c2ccccc2)CC1 (stereo not given)
    6.9%, 4.1
Nc1nc(Nc2ccc(Cl)cc2)nc2ccccc12
    ?, ·
Cc1cc(NC(=O)CSc2nnc(C3COc4ccccc4O3)o2)no1 (stereo not given)
    ?, ·
CC1CCCN(C(=O)c2ccncc2)C1 (stereo not given)
    ?, ·
Cc1nonc1C(=O)N/N=C/c1ccc(O)cc1O
    -1.2%, -3.9
C=C(C)CN1C(=O)C2(OCCO2)c2ccccc21
    ?, ·
CC1N(O)C(c2ccc(Cl)cc2Cl)N(O)C1(C)C (stereo not given)
    ?, ·
NC(=O)C1CCN(C(=O)C2CC(=O)N(c3ccc4c(c3)OCCO4)C2)CC1 (stereo not given)
    ?, ·
COc1ccc(C)cc1NC(=O)CN1C(=O)C(=O)N(C2CCCC2)C1=O
    ?, ·
c1ccc2[nH]c(CSc3nc4ccccc4s3)nc2c1
    ?, ·
CC(CC(=O)Nc1nnc(CC(C)(C)C)s1)c1ccccc1 (stereo not given)
    1.9%, -25.0
CCC1(CC)C(=O)NC(=O)NC1=NCCc1c[nH]c2ccccc12
    22.4%, 8.6
COc1cccc(C(=O)Nc2ncc3c(n2)CC(C)CC3=O)c1 (stereo not given)
    i, ·
COc1ccccc1-n1cnnc1SCC(=O)N1CCN(C(=O)c2ccco2)CC1
    1.0%, 21.6
Cc1ccc(N=C2S/C(=C\c3cn(CC(=O)O)c4ccccc34)C(=O)N2C)cc1
    4.9%, 2.3
Cc1ccc(S(=O)(=O)Nc2nc(N)n(-c3ccccc3)n2)cc1
    ?, ·
COc1ccc(N2CC(C(=O)NCCN3C(=O)S/C(=C\c4cccnc4)C3=O)CC2=O)c(OC)c1 (stereo not given)
    ?, ·
O=c1[nH]cnc2cc(-c3ccccc3)sc12
    18.0%, -0.6
Cc1cccc(NC(=O)CCC2CCN(C(=O)c3ccc(C)s3)CC2)c1
    i, -7.1
CCSC1=NCCN1S(=O)(=O)c1ccc2ccccc2c1
    ?, ·

A stretch from further up:
Every second line gives: S3 lipid droplet, S3 lipid droplet cell count max
Cc1ccc(S(=O)(=O)Nc2nc(N)n(-c3ccccc3)n2)cc1
    ?, ·
COc1ccc(N2CC(C(=O)NCCN3C(=O)S/C(=C\c4cccnc4)C3=O)CC2=O)c(OC)c1 (stereo not given)
    ?, ·
O=c1[nH]cnc2cc(-c3ccccc3)sc12
    18.0%, -0.6
Cc1cccc(NC(=O)CCC2CCN(C(=O)c3ccc(C)s3)CC2)c1
    i, -7.1
CCSC1=NCCN1S(=O)(=O)c1ccc2ccccc2c1
    ?, ·

Other structures.
Every second line gives: S3 lipid droplet, S3 lipid droplet cell count max
CCCCN(C(=O)CCC(=O)O)C1CC(=O)N(c2ccc(OCCC)cc2)C1=O (stereo not given)
    ?, ·
CN(CCO)c1ccc(C(C(=O)c2ccccc2)c2ccc(N(C)CCO)cc2)cc1
    ?, ·
CCOC(=O)c1c(NC(C)=O)sc2c(OCC(O)CN(CC)CC)c(Br)ccc12 (stereo not given)
    ?, ·
CCN(CCNC(=O)C1CCCN(S(=O)(=O)CC)C1)c1ccccc1 (stereo not given)
    ?, ·
COc1ccc(O)c(/C=N/NC(=O)CCC(=O)Nc2ccc(C)cc2)c1
    -8.3%, 4.2
CCOCC(=O)Nc1cc(C(=O)NCCc2ccccc2)ccc1Cl
    29.6%, 27.9
CC1(OC(=O)C2CCCC2)C(=O)C=C2C=C(c3ccsc3)N(CC3CC3)C=C2C1=O (stereo not given)
    7.1%, 9.4
Fc1ccccc1N1CCN(c2nc(-c3cccs3)nc3ccccc23)CC1
    ?, ·
Cc1ccccc1-n1sc2cc(F)ccc2c1=O
    ?, ·
Cc1cc(NC(=O)CSc2nnc(-c3ccoc3C)n2N)no1
    7.3%, -5.8
O=[N+]([O-])c1ccccc1N/N=C/c1cccc(O)c1O
    -2.5%, -2.7
CC(C)CNC(=O)C1CCCN1S(=O)(=O)c1ccc(Cl)cc1 (stereo not given)
    ?, ·
CC(C)(C)c1ccc(C(=O)NCC(=O)N/N=C/c2cccnc2)cc1
    i, -15.1
COc1ccc(N2CCN(C(=O)CNC(=O)c3ccc4ccccc4c3)CC2)cc1
    1.5%, -8.9
COc1cc(C(=O)OC(C)CN2CCN(C)CC2)cc(OC)c1OC (stereo not given)
    ?, ·
COc1ccc(C(=O)NCC(=O)OCC(=O)N(C)c2ccccc2)cc1
    8.7%, 6.8
COc1ccc(NS(=O)(=O)c2c(C)[nH]c(=O)[nH]c2=O)cc1OC
    0.0%, 18.8
Cc1ccc(S(=O)(=O)Nc2cc(=O)[nH]c(SCC(=O)Nc3ccccc3C(F)(F)F)n2)cc1
    ?, ·
O=C1NC(c2cccs2)Nc2sc3c(c21)CCCC3 (stereo not given)
    ?, ·
O=S(=O)(Cc1ccc(Cl)cc1)CC(O)COCc1ccccc1 (stereo not given)
    ?, ·
CC(C)CC(=O)Nc1ncc([N+](=O)[O-])s1
    ?, ·
CCO[C@@H]1OC(C(=O)O)=C[C@H](C2CC2)[C@H]1CCCO
    -7.6%, 0.3
O=C(CCC1CCCCC1)Nc1ccccc1-c1ccccc1
    ?, ·
CCOc1ccc(-c2nnc3ccc(SCC(=O)N4CCCCC4)nn23)cc1
    i, ·
CCNc1nc2cccnc2s1
    ?, ·
Cc1nc2ccccc2c(=O)n1NC(=O)c1ccc(C(C)(C)C)cc1
    i, 11.7
O=C(CSc1ccc(-c2cccnc2)nn1)Nc1ccc(F)cc1
    i, -6.7
O=C(OC1CCOC1=O)c1ccc2ncsc2c1 (stereo not given)
    2.3%, 14.5
O=C(c1ccc(Cl)c(S(=O)(=O)Nc2ccccc2C(=O)N2CCc3ccccc3C2)c1)N1CCc2ccccc2C1
    ?, ·
COc1ccccc1S(=O)(=O)CC(O)COc1ccc(C#N)cc1 (stereo not given)
    ?, ·
CCc1ccc(CCC(=O)Nc2ccc(OC)cc2)o1
    0.6%, 19.8
COc1ccc(NC(=O)COC(=O)C2CCC2)cc1Cl
    6.3%, 12.2
Cc1cccc(N(CC(=O)NC2CCCCC2)C(=O)CCCC(=O)Nc2ccccn2)c1
    6.9%, 6.5
CC12CCC(C(=O)N(CCC#N)CCC#N)(CC1=O)C2(C)C (stereo not given)
    ?, ·
COC(=O)c1ccc(CSc2ncnc3c2nnn3-c2ccc(OC)cc2)o1
    i, ·
Cn1c(CCN2CCCCC2)nc2cc(NC(=O)COc3ccc([N+](=O)[O-])cc3)ccc21
    ?, ·
O=C(OCc1cc([N+](=O)[O-])cc2c1OCOC2)c1ccc2ccccc2n1
    ?, ·
COc1ccccc1NC(=O)CN1C(=O)NC(C)(C)C1=O
    ?, ·
CC(=O)Nc1ccc(C(=O)OCc2ccc(Cl)c(Cl)c2)cc1
    ?, ·
Cc1ccc(-c2cc(C(=O)NN)n[nH]2)o1
    -1.1%, 9.8
CC(Oc1ccccc1)C(=O)Nc1ccccc1O (stereo not given)
    i, -9.4
O=C(Nc1ccc2c(c1)OCO2)C1CCCN1C(=O)NCc1ccccc1 (stereo not given)
    ?, ·
O=C(N/N=C/c1ccc2cccnc2c1)c1nc2ccccc2c(=O)[nH]1
    -2.0%, 13.1
N#CCCN(Cc1cccnc1)S(=O)(=O)c1ccc(S(=O)(=O)N2CCCCCC2)cc1
    14.1%, -12.6
COc1cc(OC)c(OC)cc1/C=N/NC(=S)NCCN1CCOCC1
    ?, ·
CN(C)CCCNc1cc(-c2ccccc2)nc2cc(-c3cccc(F)c3)nn12
    i, -13.5
Cc1c(C(=O)Nc2cccc(F)c2)cnn1-c1ccccc1
    ?, ·
COCCN(Cc1ccccc1)C(=O)Cc1ccc(S(=O)(=O)N2CCOCC2)s1
    17.7%, 1.4
CCCCNC(=O)c1cccc(NC(=O)C(=O)c2ccccc2NC(C)=O)c1
    14.9%, -1.5
CC(C)c1ccc(NC(=O)Cc2ccc(NC3=NC4CS(=O)(=O)CC4S3)cc2)cc1 (stereo not given)
    ?, ·
Cc1cc(OCC(=O)c2ccc(Br)cc2)ccc1N1C(=O)CCC1=O
    -2.0%, 23.2
O=C(CNC(=O)c1ccc(-c2ccccc2)cc1)OCc1ccc(Cl)cc1
    -0.4%, 17.0

Entries of single compounds from above:
CCCCNC(=O)c1cccc(NC(=O)C(=O)c2ccccc2NC(C)=O)c1 is listed as S3 lipid droplet = 14.9%; S3 lipid droplet cell count max = -1.5
O=C(CNC(=O)c1ccc(-c2ccccc2)cc1)OCc1ccc(Cl)cc1 is listed as S3 lipid droplet = -0.4%; S3 lipid droplet cell count max = 17.0

Only part of the results is shown (hit frequency here may not be typical).
